PLAP act – PLAP enzyme activators, biochemical, luminescence, HTS | Alkaline phosphatase, placental type (Homo sapiens), P05187 | purified PLAP enzyme, luminescent substrate read-out; stronger effect = higher value | activation fold at 20 µM | actives 1.2% (n = 96,000) | AID 696, 2007; in the data active = activation fold above about 2
CYP2C19 activ – human CYP2C19 activators, primary screen, biochemical, luminescence; Cytochrome P450 2C19 (Homo sapiens), P33261; recombinant CYP2C19, luciferin-H EGE luminescence; stronger effect = higher value; 0 = fully inhibited enzyme, 1 = untreated enzyme; activation factor at 5 µM; 96,000 tested, under 10 active; AID 1025, 2008;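 active = activation factor of at least 2 at 5 µM in the primary screen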;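 also: 0 = wells with 2.5 mM tranylcypromine and 1 = vehicle-only wells; values of inactives mirror those of a sister screen read the other way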
CYP2C9 inhib – blockers of cytochrome P450 2C9 activity – biochemical, luminescence, ADME assay, primary screen. CYP2C9 Supersomes, luciferin-H conversion. inhibition, % at 5 µM. actives 20% (n = 96,000). AID 777, 2007;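 active = blocking of liver enzyme CYP2C9 beyond about 50% at 5 µM, limit read from the data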; also: values of inactives mirror those of a sister screen read the other way
CYP2C19 inhib – blockers of cytochrome P450 2C19 activity – biochemical, luminescence, ADME assay, primary screen; actives 21% (n = 96,000); P33261; CYP2C19 Supersomes, luciferin-H EGE luminescence, 30 min; inhibition, % at 5 µM;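 active = CYP2C19 inhibition above a set limit at 5 µM in the primary screen, cut at about 50% in these data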;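 also: plate controls were negative control wells for no effect and 2.5 mM tranylcypromine positive control for full effect; values of inactives mirror those of a sister screen read the other way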
EphB4 ephrin blk – EphB4-ephrin-B2 interaction antagonists, primary screen, biochemical, TNYL-RAW peptide probe, fluorescence polarization. actives 0.15% (n = 97,000). inhibition, % at 7 µM. EphB4 LBD / TNYL-RAW-Alexa532 peptide. Ephrin type-B receptor 4 (Homo sapiens), P54760;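 active = inhibition above the screen-wide mean inhibition plus 3 SD, cut at about 15% in these data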;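 also: 0% = DMSO wells and 100% = excess unlabeled TNYL-RAW peptide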
Pyk2 oligo antag – antagonists of Pyk2 self-association, primary screen, Q293 cells, FERM NanoBiT luminescence, HTS. stronger effect = lower value. Protein-tyrosine kinase 2-beta (Homo sapiens), Q14289. AID 1347419, 2020. actives 0.83% (n = 99,000). z-score (the deposit names both 25 µM and 10 µM);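 active = Z-score of -3 or lower, scaled per plate to the spread of control and sample wells; inactive = z-score above -3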;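 also: negative z-score means lost luminescence so less FERM oligomerization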
Target sequence (Q14289 whole entry, looked up): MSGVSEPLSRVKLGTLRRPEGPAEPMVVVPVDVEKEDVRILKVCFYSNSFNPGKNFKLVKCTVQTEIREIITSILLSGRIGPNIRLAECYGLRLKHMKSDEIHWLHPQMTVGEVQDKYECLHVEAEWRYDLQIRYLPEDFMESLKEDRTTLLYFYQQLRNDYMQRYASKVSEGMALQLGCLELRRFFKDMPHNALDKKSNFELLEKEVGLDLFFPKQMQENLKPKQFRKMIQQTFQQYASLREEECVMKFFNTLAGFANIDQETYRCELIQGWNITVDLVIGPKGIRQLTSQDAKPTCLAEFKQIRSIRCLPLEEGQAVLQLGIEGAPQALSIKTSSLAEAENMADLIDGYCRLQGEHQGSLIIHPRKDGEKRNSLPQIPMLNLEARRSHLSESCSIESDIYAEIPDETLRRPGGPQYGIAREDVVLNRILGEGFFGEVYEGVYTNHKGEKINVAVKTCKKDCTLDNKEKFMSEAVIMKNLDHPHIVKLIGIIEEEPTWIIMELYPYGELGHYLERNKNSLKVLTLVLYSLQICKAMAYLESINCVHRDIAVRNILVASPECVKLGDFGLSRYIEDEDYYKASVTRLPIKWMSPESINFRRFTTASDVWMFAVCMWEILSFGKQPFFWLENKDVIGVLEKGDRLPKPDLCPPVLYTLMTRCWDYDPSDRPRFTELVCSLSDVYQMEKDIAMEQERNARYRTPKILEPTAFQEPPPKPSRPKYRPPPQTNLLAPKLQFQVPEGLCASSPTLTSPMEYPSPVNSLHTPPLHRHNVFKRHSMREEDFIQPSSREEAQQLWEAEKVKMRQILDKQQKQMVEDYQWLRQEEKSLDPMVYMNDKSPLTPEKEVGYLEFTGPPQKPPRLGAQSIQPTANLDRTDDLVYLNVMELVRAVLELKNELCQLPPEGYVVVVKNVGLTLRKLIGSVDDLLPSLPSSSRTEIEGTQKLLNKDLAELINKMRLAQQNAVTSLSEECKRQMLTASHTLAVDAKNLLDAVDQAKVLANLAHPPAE
CYP2C9 act – human CYP2C9 activators, primary screen, biochemical, luminescence. recombinant CYP2C9, luciferin-H conversion; stronger effect = higher value; factor 1 = untreated enzyme, 0 = blocked. activation factor at 5 µM. actives 1.4% (n = 96,000). AID 1024, 2008;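 active = activation factor of 2 or more for CYP2C9 at a 5 µM dose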;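 also: 0 = sulfaphenazole-blocked wells and 1 = vehicle-only wells; values of inactives mirror those of a sister screen read the other way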
E coli WT exp – growth inhibitors of wild-type E. coli, primary screen, strain BW25113, expanded library, OD600 | OD600 absorbance | growth inhibition, % at 100 µM | actives 0.15% (n = 98,000) | AID 710, 2007;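 active = growth inhibition above about 50% at one test dose, limit read from the data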;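 also: growth measured after 20 h incubation at 37 °C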
PostGolgi yeast – phenotypic screen on post-Golgi transport, primary screen; post-Golgi transport phenotypic cell assay; inhibition, % at 10 µM; actives 0.9% (n = 98,000); AID 739, 2007; in the data active = inhibition above about 30%;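 also: yeast cells grown in 1536-well plates; yeast grown about 18 h at 30C before absorbance read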
An asterisk follows results filed as active; nt = no result given.

SMILES | PLAP act | CYP2C19 activ | CYP2C9 inhib | CYP2C19 inhib | EphB4 ephrin blk | Pyk2 oligo antag | CYP2C9 act | E coli WT exp | PostGolgi yeast
O=[N+]([O-])c1ccc(N2CCN(S(=O)(=O)Cc3ccccc3)CC2)cc1N1CCOCC1 | 1 | 0.4 | 53.4* | 56.4* | -14.3 | -1.91 | 0.5 | -8.0 | 25.1
CC(=Nc1ccccc1)C1=C(O)CSC1=O | 0.9 | 0.6 | 28.9 | 35.4 | 4.3 | 0.84 | 0.7 | 3.0 | -11.2
CN(CC(CC(=O)Nc1nncs1)c1ccccc1)S(=O)(=O)c1ccccc1 (stereo not drawn) | 1.2 | 0.1 | 54.1* | 89.8* | -0.7 | nt | 0.5 | 6.0 | 5.2
Cc1ccc(C2/C(=C(\O)c3cnn(-c4ccccc4)c3C)C(=O)C(=O)N2CCN(C)C)o1 (stereo not drawn) | nt | nt | nt | nt | 3.7 | 0.99 | nt | 1.0 | -3.1
O=C(Nc1ccc2c(c1)OCCO2)c1ccccc1F | 1.1 | 1 | -3.9 | 4.3 | 0.4 | -0.36 | 1 | 2.0 | -0.3
CCOC(=O)N1CCN(S(=O)(=O)c2ccc(OCC)c(C)c2)CC1 | 1.3 | 0 | -66.4 | 95.6* | -4.3 | -0.37 | 1.7 | 0.0 | -3.2
CC(=O)/C=C(\C)Nc1ccc(-c2cnc(-c3ccccc3)o2)cc1 | 1.1 | 0.9 | 25.6 | 9.2 | -3.1 | -0.12 | 0.7 | -7.0 | -20.4
COCCCNS(=O)(=O)c1ccc(Oc2ncc(C(F)(F)F)cc2Cl)cc1 | 1.1 | 0.7 | 34.7 | 29.7 | -8.2 | 1.7 | 0.7 | -7.0 | -8.8
Cn1c(C(=O)N2CCC(C(=O)N3CCOCC3)CC2)cc2sccc21 | 1.2 | 1.1 | -2.3 | -8.3 | nt | nt | 1 | 0.0 | -4.4
COC(=O)c1ccccc1NS(=O)(=O)c1ccc(F)cc1 | nt | nt | nt | nt | -1.0 | -0.31 | nt | -4.0 | -12.4
COCCCN1C(=O)C(O)=C(C(C)=O)C1c1cccc(F)c1 (stereo not drawn) | 1 | 1.2 | -4.5 | -15.1 | -6.6 | 0.65 | 1 | -1.0 | -7.2
Cc1cc2c(c(SCC(=O)NCCc3ccccc3)n1)C(=O)OC2 | 1 | 0.7 | 12.4 | 29.6 | -0.5 | 0.28 | 0.9 | 2.0 | -0.7
COc1ccc(C(=O)Nc2cc(-c3nn4c(C)nnc4s3)ccc2C)cc1 | 1.2 | 0.9 | 21.2 | 13.9 | -6.1 | nt | 0.8 | 1.0 | 10.6
COc1cccc(OCCn2c(C)c(/C=N/n3cnnc3)c3ccccc32)c1 | 1 | 0.4 | 36.4 | 56.0* | -8.9 | 0.61 | 0.6 | -19.0 | 3.7
CC(C)(C)C(=O)Nc1cccc(-c2nc3ccccc3[nH]2)c1 | 0.8 | 0.5 | 85.4* | 53.0* | 0.1 | -0.44 | 0.1 | 7.0 | 0.3
O=C(CSc1nc2ccccc2o1)NCc1n[nH]c(=O)c2ccccc12 | 1 | 1.1 | -50.4 | -12.8 | 4.3 | 0.72 | 1.5 | -3.0 | 0.5
CCOCc1nnc(NS(C)(=O)=O)s1 | 1 | 1 | -3.4 | -0.5 | 3.6 | 1.42 | 1 | -6.0 | -1.7
O=C(CN(CCCN1CCOCC1)C(=O)Cn1nnc(-c2ccc(F)cc2)n1)NC1CCCCC1 | 1.8 | 1.1 | -17.2 | -12.0 | 4.2 | -0.32 | 1.2 | 5.0 | 10.8
O=C(O)CCC1=C2c3ccccc3CCN2C(=O)CC1 | 1.4 | 1.1 | 15.3 | -14.8 | -3.1 | 0.13 | 0.8 | -2.0 | -4.0
COC(=O)c1ccc(CSc2nc3cc(Cl)ccc3s2)o1 | 0.9 | 0.9 | 10.9 | 5.4 | 2.3 | 1.13 | 0.9 | 0.0 | -1.1
CCOc1cccc(-c2nnc(SCC(=O)Nc3cccc(OC)c3)n2N)c1 | 1 | 0.9 | 43.3 | 12.7 | -0.3 | 0.19 | 0.6 | -2.0 | 26.1
COc1ccc(C2=Nc3cccc4cccc(c34)N2)cc1 | 1 | 0.7 | 24.4 | 32.7 | -1.4 | 1.3 | 0.8 | -15.0 | 1.0
COc1c(F)c(F)c(C(=O)Nc2ccc(N3CCN(Cc4ccccc4)CC3)cc2)c(F)c1F | 1 | 1.2 | 57.4* | -22.2 | 4.3 | -0.22 | 0.4 | -2.0 | -1.5
CC(=O)N1CCC(N2CCN(c3ccccc3F)CC2)CC1 | 1 | 1 | 3.1 | -4.6 | 14.2 | -0.35 | 1 | 5.0 | -1.4
N/C(=N\OC(=O)CC1CCCCC1)c1cccnc1 | 1 | 0.8 | -0.3 | 16.4 | -6.1 | -0.43 | 1 | -1.0 | -2.2
Cc1c(C(=O)OCC(C)(C)CN(C)C)oc2ccccc12 | 1.6 | 0.7 | 7.9 | 25.4 | nt | -0.08 | 0.9 | 1.0 | 12.4
CC(C)(C)Cc1nc2ccccc2n1CCc1ccccc1 | 0.8 | 0.2 | 19.9 | 84.7* | -4.5 | -0.52 | 0.8 | 3.0 | -0.3
CC(=O)Cc1nsc(NC(=O)c2cc(-c3ccc(Cl)c(Cl)c3)oc2C)n1 | 1.3 | 1 | 11.7 | 4.3 | 1.7 | -0.09 | 0.9 | -10.0 | 18.7
COc1ccc(/C=N/n2cnc3c([nH]c4ccc(Br)cc43)c2=O)cc1CN1CCOCC1 | 1 | 0.6 | 39.7 | 42.4 | 4.5 | nt | 0.6 | 5.0 | -7.9
CCOc1cc(C(=O)CSc2nnc(CNc3ccc(Cl)cc3)o2)ccc1NC(=O)CC | 0.9 | 0.6 | 30.6 | 42.4 | 2.3 | -0.2 | 0.7 | 0.0 | -6.8
O=C(NCc1ccc2c(c1)OCO2)C(c1ccco1)N(C(=O)c1csnn1)c1ccccc1 (stereo not drawn) | 0.9 | 0.3 | 15.8 | 74.7* | -0.3 | -0.48 | 0.8 | -8.0 | 3.2
CN1C(=O)c2ccc(NC(=O)C3CCCCC3)cc2C1=O | 0.8 | 1 | 3.3 | -0.4 | -1.4 | 0.36 | 1 | 3.0 | 22.4
COc1ccc(-c2nc(=S)c3c(n2CCN2CCOCC2)CC(C)(C)OC3)cc1 | 1 | 1.2 | -17.2 | -18.5 | nt | 0 | 1.2 | -15.0 | -0.2
CCCCNC(=S)NNC(=O)CCn1nc(C)c(Br)c1C | 1.3 | 0.9 | -27.0 | 14.9 | -2.6 | -0.1 | 1.3 | 9.0 | -2.2
O=C(c1cc2c(s1)CCCC2)n1cccn1 | 1 | 0.8 | 9.9 | 16.6 | 1.4 | 1.32 | 0.9 | 9.0 | 14.3
COC(=O)COc1ccc(S(=O)(=O)NCc2ccco2)cc1Cl | 0.9 | 0.4 | 1.0 | 57.9* | -5.9 | 0.25 | 1 | 2.0 | -3.3
O=C(CN1CCCC1)NCC12CC3CC(CC(C3)C1)C2 | 1.7 | 0.7 | -10.7 | 25.4 | nt | -0.18 | 1.1 | -5.0 | -4.8
CC1(C)CC(NC(=O)CC2CCCCC2)CC(C)(C)N1 | 0.8 | 1 | -2.6 | -3.8 | -4.9 | 1.37 | 1 | -8.0 | 1.6
O=C1CC(c2ccccc2)CC(O)=C1C=NCCCN1CCOCC1 (stereo not drawn) | nt | nt | nt | nt | 1.1 | 0.24 | nt | 2.0 | -4.2
CCOC(=O)c1cc(NC(=O)c2cccnc2)cc(C(=O)OCC)c1 | 1 | 0.8 | 37.8 | 22.9 | 5.5 | -2.22 | 0.6 | -2.0 | 0.8
Cc1noc(C)c1S(=O)(=O)N(CC(=O)N1CCCC1)c1ccc(C(C)C)cc1 | 1.3 | 0.6 | 22.5 | 40.1 | 8.7 | nt | 0.8 | 3.0 | -15.7
COc1ccc(OC)c(NC(=O)C2=C(C)Nc3ncnn3C2c2cccs2)c1 (stereo not drawn) | 1.1 | 0.9 | -1.0 | 13.6 | nt | -0.96 | 1 | -3.0 | -3.6
CCNC(=O)c1sc(-c2ccccc2)nc1C | 0.9 | 0.4 | -9.9 | 55.6* | -2.5 | 0.06 | 1.1 | 9.0 | 6.0
Cc1cccc(C)c1NC(=O)COc1cccc(/C=N/NC(=O)C(=O)NCc2ccccc2)c1 | 1 | 1 | 3.0 | 3.4 | 5.1 | 0.47 | 1 | -3.0 | 8.6
CCNC(=O)c1ccc(-n2nc(C(F)(F)F)c3c2CCCC3)cc1 | 0.9 | 0.8 | -146.4 | 20.5 | 4.6 | -0.68 | 2.5* | 3.0 | -1.2
O=C(c1cc2nc(C3CC3)cc(C(F)F)n2n1)N1CCOCC1 | 1.5 | 1 | -22.6 | -1.0 | -11.0 | 1.99 | 1.2 | -3.0 | -1.7
O=C(Nc1ccc(F)cc1F)c1cc2ncc(Br)cn2n1 | 1.1 | 1.1 | -7.6 | -13.1 | -3.0 | nt | 1.1 | -14.0 | -8.3
CC/C(=N\NC(=O)c1ccncc1)C12CC3CC(CC(C3)C1)C2 | 1 | 0.1 | 14.1 | 93.9* | -1.0 | 0.46 | 0.9 | 4.0 | 6.0
Cc1nc(NC(=O)COc2ccccc2)sc1C(=O)Nc1cccc(Cl)c1 | 1 | 1 | 4.9 | -2.9 | -0.7 | -1.51 | 1 | -10.0 | -2.6
CCOC(=O)C(Sc1ncn[nH]1)c1ccccc1 (stereo not drawn) | 1.7 | 0.4 | 25.9 | 64.4* | 4.0 | -0.2 | 0.7 | -1.0 | -2.4

Continued:
SMILES | PLAP act | CYP2C19 activ | CYP2C9 inhib | CYP2C19 inhib | EphB4 ephrin blk | Pyk2 oligo antag | CYP2C9 act | E coli WT exp | PostGolgi yeast
COc1ccc(CCNC(=O)CCS(=O)(=O)c2ccc(C)cc2)cc1OC | 0.9 | 0.9 | 12.6 | 11.7 | 9.3 | -0.49 | 0.9 | 3.0 | 3.1
Cc1ccc(C(=O)c2c(NC(=O)c3ccccc3)sc(C)c2C)cc1 | 0.9 | 0.8 | 43.0 | 23.7 | 4.6 | -0.45 | 0.6 | -22.0 | 0.0
O=C1N/C(=N/c2ccccn2)SC1Cc1ccccc1 (stereo not drawn) | 1.6 | 0.9 | 21.7 | 14.6 | nt | -0.46 | 0.8 | -4.0 | -2.6
CC(C)NC(=O)C(=O)N/N=C/c1ccco1 | 1.2 | 1.1 | -20.6 | -7.0 | 2.1 | -0.22 | 1.2 | 0.0 | 0.0
COc1ccc(CN2CC(C(=O)NCCCOC(C)C)CC2=O)cc1 (stereo not drawn) | 1.4 | 0.9 | -6.0 | 6.0 | 3.8 | -0.05 | 1.1 | 5.0 | 0.9
Nc1nc(CSCCO)nc(Nc2ccc(F)cc2)n1 | 1 | 0.8 | 14.0 | 18.8 | -2.3 | 0.17 | 0.9 | -1.0 | 9.2
O=P(CO)(Cc1ccccc1)Cc1ccccc1 | 1 | 0.6 | 2.4 | 44.5 | nt | 1.1 | 1 | 2.0 | -6.5
CCOc1ccc2nc(NC(=S)N(C)C)sc2c1 | 1.3 | 0.7 | 34.6 | 28.4 | 3.1 | 1.49 | 0.7 | -8.0 | 1.9
